Compound activity from PubChem.
procasp3 activ: activators of human procaspase-3 | P42574 | recombinant procaspase-3 D3A, Ac-DEVD-pNA absorbance 405 nm | activation, % at 8.5 µM | 330,000 tested, 0.11% active | AID 463141;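 active = activation above the mean of all tested compounds plus 3 SD, cut at about 21% in these data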;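 note: 0% = DMSO alone and 100% = DMSO wells spiked with extra 5 µM PC-3 D3A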
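Assay system – Procaspase-3 D3A mutant, all three cleavage aspartates alanine · Controls – DMSO-only low control, 5 µM PC-3 D3A high control · Schedule – 1 h compound preincubation, 2 h substrate hydrolysis at 25 °C · Signal – 405 nm absorbance of p-nitroaniline, reads at 0 and 120 min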
PP1 inh: PP1-alpha (human) inhibition in PP5 counter-screen; purified PP1alpha, OMFP fluorescence; inhibition, % at 6.7 µM; 320,000 tested, 0.9% active; P62136;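 active = inhibition above the mean inhibition of all tested compounds plus 3 SD, computed separately for each screening campaign, cut at about 15% in these data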
Target sequence (P62136 whole entry, looked up): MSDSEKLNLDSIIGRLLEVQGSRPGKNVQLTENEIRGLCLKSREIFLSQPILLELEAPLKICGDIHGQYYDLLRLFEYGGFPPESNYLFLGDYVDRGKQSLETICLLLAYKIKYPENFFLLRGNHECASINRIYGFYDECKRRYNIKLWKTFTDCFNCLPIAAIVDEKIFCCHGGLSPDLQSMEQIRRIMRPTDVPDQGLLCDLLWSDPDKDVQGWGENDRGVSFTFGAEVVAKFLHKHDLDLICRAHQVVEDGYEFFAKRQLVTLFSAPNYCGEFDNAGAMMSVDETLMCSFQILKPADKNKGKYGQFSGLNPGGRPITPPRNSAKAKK
PP5 inh: PP5 (human) phosphatase inhibition; purified PP5c, OMFP substrate fluorescence; 320,000 tested, 0.18% active; P53041; inhibition, % at 6.7 µM;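 active = inhibition above the campaign's mean inhibition across all tested compounds plus 3 SD, cut at about 9.5% in these data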;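 note: 0% = DMSO only and 100% = 100 µM cantharidin control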
Fh CTSL1 inh: cathepsin L1 inhibition, PFM18AAP counter-screen; 300,000 tested, 0.49% active; recombinant F. hepatica cathepsin L1, Z-Leu-Arg-MCA fluorescence; AID 1906; inhibition, % at 5.96 µM;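 active = inhibition above the mean of all tested compounds plus 3 SD, set per screening campaign, cut at about 17% in these data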;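 note: 0% = plate median of test compound wells and 100% = 1 µM Z-Phe-Ala-diazomethylketone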
procasp7 counter: counter-screen: procaspase-7 (human) activation | activation, % at 8.5 µM | 330,000 tested, 0.093% active | P55210 | recombinant procaspase-7, Ac-DEVD-pNA absorbance 405 nm; D23A/D198A/D206A triple mutant, cannot self-cleave; scale: DMSO 0, 5 µM enzyme 100;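 active = percent activation above the screen-wide mean plus 3 SD, cut at about 25% in these data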
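Assay system – Uncleavable procaspase-7 mutant enzyme · Quantity – 2 µM procaspase-7 mutant as dispensed · Times – 1 h preincubation, 2 h reaction · Dosing – single nominal 8.5 µM compound dose, 0.8% DMSO final · Buffer or medium – Zinc-free 50 mM HEPES buffer, pH 7.4, with NaCl and Triton X-100 · Detection – Epi-absorbance of released pNA at 405 nm, two timepoints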
core dimer inh: HCV core protein dimerization inhibition | 300,000 tested, 0.33% active | TR-FRET GST/Flag-core106 dimerization, 1536-well | inhibition, % at 5 µM;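 active = inhibition above the mean of all tested compounds plus 3 SD, set per screening campaign, cut at about 45% in these data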
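Assay system: Tagged HCV core106 pair (GST and Flag) | Buffer or medium: KF-containing HEPES buffer, pH 7.45, DTT, CHAPS, BSA | Also added: Eu donor and XL665 acceptor anti-tag antibodies | Dosing: One concentration, 5 µM, in 0.5% DMSO | Timing: 4 h at 22.5 °C | Technique: TR-FRET 671 and 617 nm emission | Repeats: Singlicate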
GASC-1 inh: inhibitors of human GASC-1 (JMJD2C) demethylase | 330,000 tested, 0.069% active | inhibition, % at 2.35 µM | GST-JMJD2C(1-420) H3K9me3 demethylation, DELFIA europium;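 active = more than half of a compound's replicate wells show inhibition beyond 50%, single wells judged on their own value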;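 note: signal counts dimethyl H3K9 product captured on neutravidin plate; 0% = median of DMSO wells and 100% = 0.3 times that DMSO median; strong numbers were not always called active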
GRK2 inh: blocks RNA aptamer binding to human GRK2 | bead flow cytometry, FAM-aptamer displacement from GRK2 | 330,000 tested, 0.59% active | inhibition of aptamer binding, % at 10 µM;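 active = inhibition of aptamer binding above 40%, roughly 3 SD of noise, on plates passing a quality check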;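 note: median bead fluorescence of bound FAM aptamer so fluorescent compounds give negative values; no value below 0 was filed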
Target sequence (P25098 whole entry, looked up): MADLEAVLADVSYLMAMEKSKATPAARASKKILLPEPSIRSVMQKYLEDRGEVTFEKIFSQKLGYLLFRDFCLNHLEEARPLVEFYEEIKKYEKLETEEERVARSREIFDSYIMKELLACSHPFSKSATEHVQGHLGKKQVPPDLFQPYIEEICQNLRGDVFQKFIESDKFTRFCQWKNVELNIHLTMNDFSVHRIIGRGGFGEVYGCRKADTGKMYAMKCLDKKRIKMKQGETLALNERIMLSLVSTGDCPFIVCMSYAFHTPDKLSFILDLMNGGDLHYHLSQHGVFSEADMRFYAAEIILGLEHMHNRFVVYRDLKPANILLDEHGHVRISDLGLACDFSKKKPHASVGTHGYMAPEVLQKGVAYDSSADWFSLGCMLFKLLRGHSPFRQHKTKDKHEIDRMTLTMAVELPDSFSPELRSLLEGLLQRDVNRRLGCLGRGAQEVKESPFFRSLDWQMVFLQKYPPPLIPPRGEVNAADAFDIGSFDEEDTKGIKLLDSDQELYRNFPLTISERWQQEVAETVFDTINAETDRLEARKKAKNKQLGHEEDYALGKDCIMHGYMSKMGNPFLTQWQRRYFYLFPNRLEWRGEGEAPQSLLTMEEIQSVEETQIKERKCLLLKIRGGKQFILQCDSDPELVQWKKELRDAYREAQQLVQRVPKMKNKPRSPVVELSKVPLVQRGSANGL
VLA-4 inh: inhibition in a human VLA-4 binding assay; P13612; VLA-4 expressing cells, ligand binding flow cytometry; inhibition, % (about 7 µM as worked out from the volumes in the protocol); 330,000 tested, 0.2% active; AID 2557; in the data active = inhibition above about 50%
Starred values were filed as active, the others as inactive; . = not tested or not shown.

SMILES	procasp3 activ	PP1 inh	PP5 inh	Fh CTSL1 inh	procasp7 counter	core dimer inh	GASC-1 inh	GRK2 inh	VLA-4 inh
COc1ccc(Cl)cc1-n1c(=S)sc2c(=O)[nH]c(SCC(=O)NCC3CCCO3)nc21 (configuration not stated)	0	-1	0.6	-1	12	0	.	2	8
CC(=O)Nc1ccc(NC(=O)Nc2ccccc2C)cc1	-2	-4	-2.0	2	-12	1	3	0	2
C[C@@H]1CC[C@]2(C(=O)O[C@@H]3O[C@H](CO)[C@@H](O)[C@H](O)[C@H]3O)CC[C@]3(C)C(=CCC4[C@@]5(C)C[C@@H](O)[C@H](O)[C@@](C)(C(=O)O[C@@H]6[C@H](O)C[C@@]7(C)C(CC[C@]8(C)C7CC=C7[C@H]9[C@](C(=O)O[C@@H]%10O[C@H](CO)[C@@H](O)[C@H](O)[C@H]%10O)(CC[C@@H](C)[C@@]9(C)O)CC[C@]78C)[C@@]6(CO)C(=O)O)C5CC[C@]43C)[C@@H]2[C@]1(C)O (some centres not stated)	-2	.	.	.	5	.	42	5	-8
CC(Oc1cccc(Br)c1)C(=O)N1CCCN(C)CC1 (configuration not stated)	10	-6	-0.6	2	10	-1	-5	1	1
Cc1cc(Cl)ccc1C(=O)C1CCCN(C(=O)c2cncs2)C1 (configuration not stated)	4	-1	2.8	-2	10	-3	1	2	0
COc1cc(C(=O)Nc2c(C)cc(C)cc2C)c([N+](=O)[O-])cc1OC	2	9	2.6	22*	-4	-10	5	2	-38
N#Cc1c2n(c3c(=O)n(Cc4ccccc4)cnc13)CCCC2	2	0	0.2	4	-8	0	7	9	8
O=C(c1ccc([N+](=O)[O-])cc1)N1CCN(c2ncccn2)CC1	-1	-3	-0.7	-6	-1	-5	4	1	-2
COCc1nnc(NC(=O)c2ccc(S(=O)(=O)N3CCCc4ccccc43)cc2)o1	-4	17*	0.8	1	3	7	2	0	-4
C#CCOC(=O)CN1C(=O)c2cccc3cccc(c23)C1=O	-6	3	0.1	0	2	5	-8	3	2
Cc1cc(NC(=S)N(Cc2ccc(Cl)cc2)Cc2ccc(C(=O)O)cc2)ccc1Cl	2	16*	4.2	8	-21	30	11	0	4
CC(C)(C)OC(=O)Nc1ncnc2c1ncn2C1OC(CO)C2OC(C)(C)OC21 (configuration not stated)	-1	1	1.9	2	-4	1	-8	0	0
Cc1ccc(NC(=S)NN2CCOCC2)c(C)c1	-7	-2	0.3	-3	5	-4	-1	2	-9
CC(=O)c1cccc(NC(=O)COC(=O)C2CCCN2C(=O)c2cccs2)c1 (configuration not stated)	16	.	.	.	-1	.	4	2	4
COc1ccc(CC(=O)OCC(=O)NC(=O)NC(C)C)cc1	4	-2	-0.2	2	11	-2	-3	0	-6
CC(=O)Nc1cccc(S(=O)(=O)N2CCCCCC2)c1	-2	-3	1.8	-5	5	-2	7	0	7
NC(=O)CCS(=O)(=O)c1ccc(Cl)cc1	5	-6	-0.7	10	5	-4	-23	2	5
Cc1ccc(S(=O)(=O)N2CCCCC2)cc1NC(=O)Cc1c[nH]c2ccccc12	-1	1	2.7	5	2	19	-22	3	-18
Cc1ccc(C(=O)NCCCNC(=O)c2cccnc2)cc1	6	-2	-0.4	6	3	4	-9	0	-1
Cn1nnnc1SCCNCc1ccccc1OCc1ccc(Cl)cc1	-7	4	1.1	0	-1	-4	-10	0	1
Cc1ccc(NC(=O)CSc2ccc(-c3ccc(-n4cccn4)cc3)nn2)c(C)c1	5	-2	1.1	5	2	-1	0	0	0
O=C(NNC(=O)c1cc(Cl)ccc1O)c1ccc(NS(=O)(=O)c2cccs2)cc1	-8	-3	-2.4	3	-2	-2	5	2	-3
CC(C)C(c1nnnn1C1CCCCC1)N1CCN(C(=O)c2ccco2)CC1 (configuration not stated)	1	0	0.5	-1	3	-11	-3	2	9
COc1cccc2sc(N3CCN(C(=O)c4cccs4)CC3)nc12	4	-3	2.1	0	-4	1	6	0	8
COc1ccc(C(C)=O)cc1COC(=O)CCC(=O)c1cccs1	1	.	.	.	-2	.	3	2	8

Arranged by molecular weight (ascending): some entries from above.
SMILES	procasp3 activ	PP1 inh	PP5 inh	Fh CTSL1 inh	procasp7 counter	core dimer inh	GASC-1 inh	GRK2 inh	VLA-4 inh
NC(=O)CCS(=O)(=O)c1ccc(Cl)cc1	5	-6	-0.7	10	5	-4	-23	2	5
C#CCOC(=O)CN1C(=O)c2cccc3cccc(c23)C1=O	-6	3	0.1	0	2	5	-8	3	2
CC(=O)c1cccc(NC(=O)COC(=O)C2CCCN2C(=O)c2cccs2)c1 (configuration not stated)	16	.	.	.	-1	.	4	2	4
Cc1ccc(S(=O)(=O)N2CCCCC2)cc1NC(=O)Cc1c[nH]c2ccccc12	-1	1	2.7	5	2	19	-22	3	-18
Cc1ccc(NC(=O)CSc2ccc(-c3ccc(-n4cccn4)cc3)nn2)c(C)c1	5	-2	1.1	5	2	-1	0	0	0
O=C(NNC(=O)c1cc(Cl)ccc1O)c1ccc(NS(=O)(=O)c2cccs2)cc1	-8	-3	-2.4	3	-2	-2	5	2	-3

The listing continues.
SMILES	procasp3 activ	PP1 inh	PP5 inh	Fh CTSL1 inh	procasp7 counter	core dimer inh	GASC-1 inh	GRK2 inh	VLA-4 inh
CN(Cc1ccccc1F)C(=O)c1ccc(NS(=O)(=O)c2ccc3[nH]c(=O)[nH]c3c2)cc1	16	0	3.6	5	-3	5	-1	1	9
COc1ccc(OC)c(NC(=O)C(CC(C)C)NC(=O)C2CCCCC2)c1 (configuration not stated)	8	4	2.7	14	5	5	-23	0	12
N#C/C(=N\Nc1ccc(S(=O)(=O)N2CCCCCC2)cc1)C(N)=S	-31	1	5.4	2	-24	10	-9	0	-24
CN(CCc1cnn(C)c1)Cc1cn[nH]c1-c1ccc(-c2ccccc2)cc1	-5	-4	-1.3	-2	-1	-2	9	0	15
COc1ccc(NS(=O)(=O)c2ccc(C)c(C(=O)N3CCC3)c2)cc1	-4	-1	0.3	3	5	-8	4	0	-13
Cc1cc(NC(=O)c2cccc(COc3ccc(Br)cc3)c2)no1	-4	1	-0.4	1	5	7	-4	2	-12
Cc1cc(NC(=O)c2cccc(Br)c2)no1	-9	0	0.8	1	3	5	16	0	5
O=C1CCCCC1Sc1nnc(Nc2ccccc2)s1 (configuration not stated)	-3	-2	-0.7	-1	-4	6	11	0	36
O=C(C(NS(=O)(=O)c1cccc2nsnc12)c1ccccc1)N1CCN(c2ccccn2)CC1 (configuration not stated)	2	1	0.7	0	5	7	2	0	10
O=S(=O)(c1cccc2cccnc12)N1CCN(c2ccccn2)CC1	-3	-2	-0.3	-3	0	2	2	0	6
O=C(NCCc1c[nH]c2ccccc12)C(=O)Nc1cc2c3c(c1)CC(=O)N3CCC2	-4	1	0.0	2	-4	10	-3	0	24
COc1cc(C(=O)N(Cc2ccc(C)o2)C2CCS(=O)(=O)C2)cc(OC)c1OC (configuration not stated)	-2	-1	0.4	-4	1	-1	4	0	-1
C/C(=N\NC(=O)C(N)=O)c1ccc2c(c1)OCCO2	12	1	-0.9	7	2	1	-5	0	8
CCSc1nnc(NC(=O)CSc2nnc(CNC(=O)c3ccccc3F)o2)s1	-13	0	1.4	3	-15	0	-14	0	0
O=C(NCCC1=CCCCC1)c1cc2ccccc2oc1=O	-2	-5	-0.6	2	4	5	16	0	-4
COc1cc2c(cc1OC)C(C)N(C(=O)c1c(C)noc1C)CC2 (configuration not stated)	-4	1	-0.3	2	4	-2	3	0	10
Nc1c(Cl)c(Cl)nc(C(=O)OCC(=O)NC2CCCCC2)c1Cl	9	-5	1.3	-3	-2	7	5	0	5
COc1cccc(N2CCN(C(=O)C3CCN(S(=O)(=O)c4ccc5c(c4)oc(=O)n5C)CC3)CC2)c1	4	3	2.2	-4	7	-11	-5	0	-10
CCS(=O)(=O)NCc1csc(C)n1	-2	0	2.6	0	6	-2	-3	1	17
CCOC(=O)c1cnc2c(C(=O)OC)cccc2c1NCc1cccnc1	-1	-2	-0.8	0	-3	5	-1	0	-1
COC(=O)C1=CO[C@@H](O[C@@H]2O[C@H](CO)[C@@H](O)[C@H](O)[C@H]2O)C2C1C=C[C@@]2(O)CO (some centres not stated)	2	.	.	.	14	.	-35	0	-6
CN(C)S(=O)(=O)c1cccc(C(=O)Nc2n[nH]c(C(F)(F)F)n2)c1	11	2	3.5	1	-5	-18	-8	0	6
CN(C)c1ccc(CN(C(=O)COc2ccc(F)cc2)C2CCS(=O)(=O)C2)cc1 (configuration not stated)	3	-3	-0.1	3	-5	-2	-8	1	1
O=C(CSc1ccc(-c2ccco2)nn1)NCc1ccc2c(c1)OCO2	5	-4	-0.2	-4	-6	-2	-2	1	14
CCN(CC(=O)Nc1ccc(OC)cc1)C(=O)c1ccc2c(c1)NC(=O)C(C)S2 (configuration not stated)	-8	1	-0.3	-4	-7	-3	-2	3	-7

Further results follow.
SMILES	procasp3 activ	PP1 inh	PP5 inh	Fh CTSL1 inh	procasp7 counter	core dimer inh	GASC-1 inh	GRK2 inh	VLA-4 inh
O=C(NCCOc1ccccc1-c1ccccc1)c1ccco1	2	-5	4.6	2	-10	4	-4	0	7
Cc1cc(C(=O)COc2ccc3ccc(=O)oc3c2)c(C)n1C	-19	0	0.0	5	-28	0	5	2	-9
Cc1ccc(CNC(=O)c2nccnc2C(=O)O)cc1	-2	-5	-3.0	-2	-1	-2	-1	4	1
Cc1n[nH]c(=O)nc1N/N=C/c1ccc(O)c([N+](=O)[O-])c1	1	-2	-1.0	9	-1	0	2	2	25
COc1ccccc1N1CCN(C(=O)C(CC(C)C)NC(=O)C2CCCCC2)CC1 (configuration not stated)	-1	-5	1.6	1	-4	12	0	0	9
Cc1cnc(NC(=O)Cc2cccs2)s1	5	-3	0.4	-1	0	0	7	1	-6
O=C(N/N=C\c1c(O)ccc2ccccc12)c1ccc(Cn2cccn2)o1	-27	5	19*	2	1	-5	13	1	-11
CN(C)CCOC(=O)CC12CC3CC(C1)CC(CC(=O)OCCN(C)C)(C3)C2	-5	-2	-2.7	-4	4	2	-3	0	0
Cn1nnnc1SCC(=O)NC1CCCCC1	-3	1	0.7	1	5	-2	-63	0	17
CC(=O)NC(=S)Nc1ccc(NC(=O)COc2ccc(C(C)C)cc2)cc1	10	1	3.5	3	1	5	7	0	4
CC[C@@]1(c2ccccc2OC)C(=O)N(C(=O)OC)N1C(=O)OC	-2	1	3.8	-4	-9	-40	-16	0	18
CCc1ccccc1N(C(=O)CNC(=O)c1ccco1)C(C(=O)NC1CCCC1)c1cccnc1 (configuration not stated)	6	0	1.6	-2	1	-6	14	0	2
COc1ccc(Cl)cc1NC(=O)CN(C)CC(=O)Nc1ccccc1-c1ccccc1	5	-1	-0.3	4	0	4	29	2	-2
Cc1cc2nc3n(c2cc1C)CC1CC(C(=O)NCc2ccco2)N(C)C31 (configuration not stated)	9	2	2.6	-3	12	-3	-10	1	0
Cc1nc(NC(=O)CSc2nnc(C3CC3)n2N)c(Cl)cc1Cl	8	.	.	.	8	.	-5	1	7
